V-ATPase pHluor: regulators of yeast V-ATPase proton pumping, primary screen, pHLuorin cytosolic pH fluorescence; response, % at 10 µM; S. cerevisiae; 350,000 tested, 0.37% active; in the data active = response mostly above about 7.3%, no sharp cut-off; inactive = mostly below about 5.4%; note: actives read high; inactives centre near 0; some compounds called inactive have numbers as strong as hits; reference of the scale not given here
Keap1 Nrf2 FP: Keap1-Nrf2 protein-protein interaction inhibitors, primary screen, biochemical, fluorescence polarization, single point; Keap1 Kelch-Nrf2 peptide fluorescence polarization, 1536-well; inhibition, % at 9.4 µM; 340,000 tested, 0.15% active; in the data active = inhibition above about 12%;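 note: human Keap1 Kelch domain with fluorescein labeled Nrf2 9mer peptide probe; 0% = neutral control wells and 100% = peptide positive control; higher means more block of Keap1 binding to Nrf2 peptide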
LANA DNA inh: inhibitors of KSHV C-LANA binding to DNA, primary screen, biochemical, fluorescence polarization, FAM-LBS DNA, MBP-C-LANA, single point; 340,000 tested, 0.078% active; inhibition, % at 9 µM; Kaposi's sarcoma herpesvirus LANA C-terminal domain (residues 932-1162) DNA binding;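 active = highest replicate inhibition at or above 60% at 9 µM, even if other replicates fall short; inactive = all replicates below 60% inhibition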;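 note: 0% = neutral control wells and 100% = 4 µM acridine orange control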
MOR-DOR ag: agonists of OPRM1-OPRD1 heterodimerization, primary screen, cell-based, luminescence; Mu-type opioid receptor (Homo sapiens) + Delta-type opioid receptor (Homo sapiens), …; cells; activation, % at 9.3 µM; 340,000 tested, 0.3% active; AID 504326, 2011; in the data active = activation above about 18%;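 note: 0% = vehicle-treated cells and 100% = reference agonist; values of inactives mirror those of a sister screen read the other way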
Target sequence (P35372 whole entry, looked up): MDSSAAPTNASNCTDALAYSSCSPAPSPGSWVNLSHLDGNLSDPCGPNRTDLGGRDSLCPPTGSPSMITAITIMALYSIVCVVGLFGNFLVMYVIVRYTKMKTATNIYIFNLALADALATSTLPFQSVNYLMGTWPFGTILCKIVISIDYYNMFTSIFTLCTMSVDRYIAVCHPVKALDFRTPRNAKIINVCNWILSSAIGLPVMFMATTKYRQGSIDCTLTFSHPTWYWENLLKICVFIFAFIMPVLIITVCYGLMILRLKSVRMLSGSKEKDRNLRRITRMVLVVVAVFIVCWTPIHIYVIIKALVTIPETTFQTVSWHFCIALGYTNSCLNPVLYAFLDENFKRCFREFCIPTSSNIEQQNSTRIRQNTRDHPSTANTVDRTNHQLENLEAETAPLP
Target sequence (P41143 whole entry, looked up): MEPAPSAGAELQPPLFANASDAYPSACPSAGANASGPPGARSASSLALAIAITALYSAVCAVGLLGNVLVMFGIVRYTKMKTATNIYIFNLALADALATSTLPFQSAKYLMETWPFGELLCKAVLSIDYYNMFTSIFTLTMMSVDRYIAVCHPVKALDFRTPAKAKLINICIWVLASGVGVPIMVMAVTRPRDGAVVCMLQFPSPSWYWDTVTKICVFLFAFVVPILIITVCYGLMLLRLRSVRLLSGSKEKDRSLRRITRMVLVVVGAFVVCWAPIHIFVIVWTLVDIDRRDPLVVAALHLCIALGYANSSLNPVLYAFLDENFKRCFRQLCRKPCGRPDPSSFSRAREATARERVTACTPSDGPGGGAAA
cardiac RTF act: cardiac RTF calcium sensitivity activators, primary screen, biochemical, IANBD-TnC fluorescence, EC20 calcium; Troponin I, cardiac muscle (Homo sapiens) + Troponin T, cardiac muscle (Homo sapiens) + …; IANBD-labeled TnC RTF fluorescence at EC20 calcium; 0% EC20 calcium, 100% full calcium; activation, % at 7.2 µM; 340,000 tested, 0.24% active;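 active = activation above the mean over all tested compounds plus 3 SD, cut at about 30% in these data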;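 note: rise in fluorescence read as greater calcium sensitivity of cardiac thin filaments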
RTF Ca sens inh: cardiac RTF calcium sensitivity inhibitors, primary screen, biochemical, IANBD-TnC fluorescence, EC70 calcium. 340,000 tested, 0.12% active. IANBD-labeled cardiac RTF, Ca2+ fluorescence. inhibition, % at 7.15 µM. Troponin I, cardiac muscle (Homo sapiens) + Troponin T, cardiac muscle (Homo sapiens) + …;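 active = inhibition above the mean inhibition of all tested compounds plus 3 SD, cut at about 17% in these data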;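 note: assay run at fixed EC70 calcium of 1.6 mM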
CAL PDZ FP: untagged CAL PDZ binding inhibitors, primary screen, biochemical, fluorescence polarization, HTS. Golgi-associated PDZ and coiled-coil motif-containing protein (Homo sapiens), Q9HD26. purified CAL PDZ, TMR-peptide fluorescence polarization, 1 h. inhibition, % at 24.9 µM. 300,000 tested, 0.92% active;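 active = mean inhibition of at least 30% with at least half of replicates also reaching 30%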;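 note: 0% = DMSO neutral control and 100% = excess unlabeled competitor peptide PRC23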
MOR-DOR inv ag: inverse agonists of MOR-DOR heterodimerization, primary screen, cell-based, luminescence | 340,000 tested, 0.21% active | inhibition, % at 9.3 µM | Mu-type opioid receptor (Homo sapiens) + Delta-type opioid receptor (Homo sapiens), … | AID 504357, 2011 | cell-based MOR-DOR heterodimer luminescence, inverse agonism; in the data active = inhibition above about 22%, passing the limit was not always enough;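 note: 0% = cells with DMSO and 100% = wells without cells with DMSO; values of inactives mirror those of a sister screen read the other way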
HTR5A ag: HTR5A agonists in luminescence cell assay, primary screen, counter-screen for OPRM1-OPRD1 heterodimer agonist project, full-deck HTS; activation, % at 9.3 µM; 340,000 tested, 0.61% active; cell-based; in the data active = activation mostly above about 9.5%, no sharp cut-off; inactive = mostly below about 7.6%;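 note: 0% = cells with vehicle only and 100% = reference agonist; strong numbers were not always called active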
HTR5A inv ag: HTR5A inverse agonists in luminescence cell assay, primary screen, counter-screen for OPRM1-OPRD1 heterodimer inverse agonist project, full-deck HTS | HTR5A cell line, inverse agonism | inhibition, % at 9.3 µM | 340,000 tested, 0.083% active; in the data active = inhibition mostly above about 23%, no sharp cut-off; inactive = mostly below about 18%;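 note: 0% = cells with DMSO and 100% = no-cell wells with DMSO; some compounds called inactive have numbers as strong as hits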
* hit, by the source's call; / = not tested or not shown.

No. | Compound | CAL PDZ FP | MOR-DOR ag | HTR5A inv ag | V-ATPase pHluor | MOR-DOR inv ag | LANA DNA inh | cardiac RTF act | HTR5A ag | Keap1 Nrf2 FP | RTF Ca sens inh
1 | Cc1ccc(S(=O)(=O)N2CCOC2CNC(=O)C(=O)NCCCN2CCOCC2)cc1 (stereo not drawn) | -3.0 | -0.4 | -1.6 | -4.4 | 2.1 | -0.6 | 1.4 | 0.1 | -4.6 | -1.5
2 | O=C(Cc1ccsc1-c1ccccc1)NO | -3.5 | 3.0 | -6.4 | -0.8 | -16.8 | -1.1 | 3.0 | 0.7 | -2.6 | 1.4
3 | Cc1ccc(S(=O)(=O)NCCC(=O)NCc2ccccn2)cc1 | -0.3 | -2.7 | 3.5 | -2.4 | 14.2 | 0.4 | -3.8 | -1.3 | -1.7 | 1.0
4 | Cc1ccc(/C=N/NC(=O)C(C)Oc2ccccc2[N+](=O)[O-])s1 (stereo not drawn) | -0.3 | -1.9 | -6.5 | -1.1 | 10.1 | 0.8 | 2.3 | 4.4 | -6.4 | 8.1
5 | O=C(CSc1nc(-c2ccc(F)cc2)cs1)NCC1CCCO1 (stereo not drawn) | -3.3 | -0.6 | -15.8 | -2.0 | 2.9 | 0.8 | 7.3 | 4.0 | -1.8 | -8.6
6 | Cc1ccc(S(=O)(=O)NCC(c2cccnc2)N2CCN(Cc3ccccc3)CC2)cc1 (stereo not drawn) | -23.2 | -1.5 | -8.8 | -1.8 | 7.9 | 0.5 | 1.8 | 3.3 | -2.6 | -2.3
7 | CCN(CC(=O)Nc1cccc(OC)c1)C(=O)c1ccc(C)s1 | -4.8 | -2.4 | -0.7 | 5.2 | 11.9 | 7.1 | 6.7 | 3.2 | -5.4 | -8.5
8 | CC(C)CC(NC(=O)OC(C)(C)C)C(=O)NC(C(=O)NC(C)C(N)=O)C(C)C (stereo not drawn) | -3.4 | -1.3 | 0.8 | -1.0 | 7.2 | -0.1 | -0.4 | 1.4 | 3.1 | -1.4
9 | NNC(=O)c1cccc(COc2ccc(Br)cc2)c1 | -3.7 | 2.8 | 14.1 | 2.8 | -14.6 | -1.7 | 12.1 | 3.5 | -3.2 | -2.3
10 | COc1ccc(NC(=O)C2CCN(C(=O)c3ccc(OC)cc3)CC2)cc1 | -5.0 | -2.1 | -14.6 | 4.2 | 12.5 | -0.3 | 2.4 | 1.9 | -3.9 | -1.7
11 | COC(=O)N/N=C\c1c(C)nn(-c2ccccc2)c1Cl | -0.9 | -3.5 | -7.0 | -0.3 | 18.2 | -2.4 | 2.2 | 4.8 | 2.2 | -29.9
12 | O=C(c1ccc([N+](=O)[O-])cc1)N1CCN(c2ncc(Br)cn2)CC1 | 6.5 | -2.9 | 4.1 | 1.8 | 13.6 | 2.0 | -0.8 | -1.1 | -3.1 | -1.6
13 | COc1ccc(NC(=O)CSc2cn[nH]n2)cc1OC | -3.8 | 0.2 | -22.0 | 4.6 | -1.8 | 0.4 | 0.4 | 7.4 | -3.7 | 2.6
14 | CC(NC(=O)C1CCC1)c1ccc(Br)cc1 (stereo not drawn) | -3.9 | 0.0 | -1.4 | -4.3 | 0.0 | -2.1 | 3.6 | 2.1 | -7.1 | -1.1
15 | CC1CCCCC12NC(=O)N(CC(=O)N1CCN(C(=O)c3cccs3)CC1)C2=O (stereo not drawn) | 5.1 | -3.2 | -6.4 | -0.9 | 12.6 | 2.5 | -1.7 | 2.5 | -5.1 | -5.7
16 | COc1ccccc1NC(=O)c1ccc(S(=O)(=O)N2CCC(C)CC2)cc1 | -1.1 | 1.4 | -9.4 | 3.3 | -11.0 | 0.0 | 1.9 | 3.2 | 2.2 | -3.8
17 | CCc1ccc2[nH]c(=O)c(CN(Cc3ccccc3)C(=O)Nc3ccccc3OC)cc2c1 | / | 2.6 | -22.2 | -2.5 | -14.9 | -1.2 | -1.3 | -1.2 | -1.2 | -5.0
18 | Cc1nc2ccc(NS(=O)(=O)c3ccccc3F)cc2s1 | -6.5 | -2.1 | 8.3 | -1.1 | 8.2 | 0.0 | -4.2 | -0.2 | 0.5 | 3.2
19 | Cc1cccc(-n2c(SCCC(=O)O)nnc2-c2cccs2)c1C | 0.5 | -0.6 | -11.6 | -2.2 | 2.8 | -1.1 | -4.2 | -1.3 | 0.1 | -0.8
20 | CCC(=O)Nc1cc(-c2nn(C)c(=O)c3ccccc23)ccc1OC | / | -1.4 | -38.2 | -2.0 | 7.3 | -0.5 | 3.0 | 2.1 | -4.2 | -3.3
21 | COc1cccc(C(=O)Oc2cc(C)[nH]c(=O)c2[N+](=O)[O-])c1OC | / | -1.8 | -40.0 | -0.1 | 10.9 | -1.0 | -5.9 | 13.7 | -1.7 | -2.0
22 | CC(=O)Nc1ccc(/C=C2/Sc3ccccc3C2=O)cc1 | -0.2 | 3.4 | 0.6 | -2.2 | -16.9 | 0.1 | -0.1 | -0.2 | -1.2 | -0.4
23 | O=C(O)Cn1cc(C(=O)c2ccco2)c2ccccc21 | -2.3 | -0.7 | -27.4 | 2.0 | 4.6 | 1.3 | 0.3 | -6.3 | -3.4 | -27.7
24 | Cc1cc(C)c2c(=O)[nH]n(C3CC(C)N(C)CC3C)c2n1 (stereo not drawn) | 0.6 | -2.1 | -6.1 | -1.7 | 10.7 | 0.4 | -0.6 | 1.5 | -4.4 | -2.7
25 | COc1ccc(-c2nc(CSCC(=O)NCCC3=CCCCC3)c(C)o2)cc1OC | -3.3 | 1.9 | 10.0 | 0.8 | -10.1 | 0.1 | 2.7 | -4.2 | -6.1 | -16.2
26 | CN(Cc1ccccc1N1CCCC1)C(=O)c1cc2ccccc2o1 | -4.0 | 3.4 | -23.8 | -2.0 | -17.9 | 2.4 | -0.3 | 5.8 | -9.0 | 1.1
27 | CS(=O)(=O)c1ccc(C(=O)OCC(=O)N2CCCc3ccccc32)cc1 | 2.1 | -1.2 | 11.4 | 1.2 | 8.3 | -1.0 | -0.9 | -4.4 | -4.3 | -15.6
28 | Cn1cccc1-c1nc2ccc([N+](=O)[O-])cc2[nH]1 | -4.4 | -2.2 | 0.8 | 0.6 | 10.0 | -2.2 | -1.7 | -0.2 | -3.1 | -0.7
29 | CC1CCCN(S(=O)(=O)c2ccc(N(C(=O)c3cnccn3)C(C(=O)NC3CCCCC3)c3cccs3)cc2)C1 (stereo not drawn) | -1.7 | -2.5 | 12.8 | 2.0 | 13.1 | -1.7 | -0.8 | -3.7 | -3.7 | 1.9
30 | CCOc1ccc(NC(=O)c2ccccc2OCC(=O)c2ccc(C)cc2)cc1 | / | -0.9 | -20.5 | 1.0 | 4.4 | 0.3 | -0.5 | 8.6 | 4.0 | -3.7
31 | O=C(NCc1cccnc1)C(=O)NCC(c1ccco1)N1CCN(c2ccccc2F)CC1 (stereo not drawn) | -1.8 | -2.6 | -1.9 | -0.6 | 14.2 | 3.7 | 1.2 | 1.5 | 0.0 | -0.8
32 | COCCOC1CCN(C(=O)C2CCC(=O)N(Cc3cccc(F)c3)C2)CC1 (stereo not drawn) | -2.4 | -3.3 | -14.7 | -2.0 | 17.0 | -0.5 | -8.2 | 3.9 | 0.1 | -10.9
33 | CCOC(=O)C1C(=O)N(O)CC1c1cccc(Oc2ccccc2)c1 (stereo not drawn) | -2.8 | 0.3 | 0.1 | 12.5* | -2.5 | -1.1 | -7.4 | 0.0 | 1.5 | 6.6
34 | Cc1cc(NCC(C)C)n2ncnc2n1 | -5.6 | -1.9 | -8.0 | 1.5 | 11.3 | 0.8 | 4.7 | 2.7 | 0.0 | 8.1
35 | C(#Cc1ccccc1)C[N+]1(CC#Cc2cccc3ccccc23)CCCC1 | -3.3 | 0.5 | 4.2 | 1.3 | -3.5 | -1.4 | -5.5 | -1.5 | 0.1 | 14.0
36 | COc1ccc(S(=O)(=O)Nc2ccc3c(c2)OCO3)cc1 | 4.5 | -0.9 | -22.1 | -3.4 | 4.9 | 0.5 | -2.9 | 1.9 | -1.0 | 2.9

V-ATPase pHluor: entries above that show a hit.
cpd | mol | CAL PDZ FP | MOR-DOR ag | V-ATPase pHluor | MOR-DOR inv ag | LANA DNA inh | cardiac RTF act | Keap1 Nrf2 FP | RTF Ca sens inh
33 | CCOC(=O)C1C(=O)N(O)CC1c1cccc(Oc2ccccc2)c1 (stereo not drawn) | -2.8 | 0.3 | 12.5* | -2.5 | -1.1 | -7.4 | 1.5 | 6.6

(continued)
No. | Compound | CAL PDZ FP | MOR-DOR ag | HTR5A inv ag | V-ATPase pHluor | MOR-DOR inv ag | LANA DNA inh | cardiac RTF act | HTR5A ag | Keap1 Nrf2 FP | RTF Ca sens inh
37 | CC1(C(=O)NCCCNc2ncc(C(F)(F)F)cc2Cl)C=CCN1C(=O)c1ccccc1 (stereo not drawn) | 0.6 | -0.9 | 2.1 | 4.5 | 5.2 | 2.2 | 12.0 | -2.9 | -1.3 | -26.0
38 | O=C(NCc1ccc(Cl)cc1)C1CCC(CNc2c(N3CCOCC3)c(=O)c2=O)CC1 (stereo not drawn) | -3.5 | -2.5 | -30.4 | -1.6 | 12.5 | -3.1 | 5.3 | 10.3 | 0.7 | -1.9
39 | O=C(CNC(=O)c1cccnc1)N/N=C/c1cccnc1 | 8.1 | -2.1 | -21.5 | 0.1 | 11.5 | 3.9 | 4.1 | 5.5 | -1.6 | -2.6
40 | NC(=O)N1CCc2ccccc21 | 2.7 | -2.2 | 14.2 | 0.2 | 11.4 | 0.7 | 2.8 | -5.7 | -4.9 | 3.1
41 | CC1(C)CC(=O)C2=C(C1)N(c1ccc(F)cc1)C(=O)CC2c1cccnc1 (stereo not drawn) | / | -1.1 | -1.0 | 1.9 | 6.5 | -0.2 | -4.0 | 0.3 | -1.1 | -3.5
42 | CC(C)Oc1cc(NC(=O)CS(=O)CC(=O)N(C)C)c(Cl)cc1Cl (stereo not drawn) | -2.3 | -2.6 | -7.8 | 1.7 | 13.6 | 0.1 | 2.4 | 1.9 | -8.2 | -3.1
43 | CC1CN(C(=O)c2ccccc2)C(=Nc2cccc(S(=O)(=O)N(C)C)c2)S1 (stereo not drawn) | 0.1 | -3.7 | -3.3 | 1.0 | 18.8 | 1.0 | 2.8 | -1.7 | -4.2 | 1.6
44 | Cc1ccc(NC(=O)C2C3CC4OC(=O)C2C4C3)cc1Cl (stereo not drawn) | / | -0.2 | 7.9 | 7.8 | 0.7 | 0.9 | 4.6 | -0.1 | 1.0 | -9.4
45 | O=C1NCN(CCO)CN1 | -4.0 | -1.6 | 0.8 | 0.8 | 8.2 | 0.8 | -1.5 | -0.2 | -8.9 | -3.0
46 | CC(N=C1NC(C)(C)Cc2ccccc21)C(=O)O (stereo not drawn) | / | -2.6 | -13.7 | -1.3 | 13.0 | -0.6 | 5.4 | 3.3 | -3.8 | -14.4

Screening results from PubChem.
